Screening results deposited in PubChem by several laboratories.
Rev-erbA mod: modulators of human Rev-erb alpha DNA binding. activity, % at 10 µM. 370,000 compounds, 0.79% hits. AID 1259318. P20393. Rev-erbα–FITC-DNA binding, fluorescence polarization, 90 min;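 active means activity above about 14%, limit read from the data; passing the limit was not always enough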;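 further: 0% = DMSO wells with 35 nM protein and 100% = DMSO wells with 750 nM protein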
DAX1 inh-1: inhibitors of DAX1 repression of SF-1 activated StAR promoter; AID 652010; HEK293T StAR-luciferase reporter, SF-1/DAX-1 repression relief; inhibition, % at 6.8 µM; 370,000 compounds, 1.1% hits;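 active means inhibition above the mean over all tested compounds plus 3 SD, cut at about 3.6% in these data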;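 further: 0% = DAX-1 cells with DMSO and 100% = cells lacking DAX-1 with DMSO; higher inhibition means more luminescence from relief of DAX-1 repression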
ssDAF-12 act: S. stercoralis DAF-12 activation, primary screen. HEK293 ssDAF-12/GRIP1 lit1-tk-luc reporter, luminescence; % of 3 µM dafachronic acid response. activation, % at 6.8 µM. 370,000 compounds, 1% hits;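 active means activation above the mean over all tested compounds plus 3 SD, cut at about 0.9% in these data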;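 further: 0% = DMSO-only wells and 100% = 3 µM delta7-dafachronic acid wells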
SMARCA2 act: activators of SMARCA2 function; MG213 cells, MMTV-luciferase reporter, dexamethasone, overnight; activation, % at 9.1 µM; 370,000 compounds, 1% hits; in the data active means activation above about 7.8%;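 further: 0% = vehicle wells and 100% = reference activator wells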
hcDAF12 agonist: H. contortus DAF-12 activation, primary screen; HEK293 hcDAF-12 lit1-tk-luc reporter, luminescence; 0% DMSO, 100% Δ7-dafachronic acid; 370,000 compounds, 1.4% hits; activation, % at 6.8 µM;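 active means activation above the mean of all tested compounds plus 3 SD, cut at about 5.5% in these data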;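 further: 100% = response to 3 µM Δ7-dafachronic acid high control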
MBD2 DNA inh: MBD2-methylated oligo binding inhibition | AID 686964 | 370,000 compounds, 0.31% hits | TR-FRET, MBD2 binding to methylated oligonucleotide | Q9UBB5 | inhibition, % at 4.4 µM; in the data active means inhibition above about 13%
Target sequence (Q9UBB5 whole entry, looked up): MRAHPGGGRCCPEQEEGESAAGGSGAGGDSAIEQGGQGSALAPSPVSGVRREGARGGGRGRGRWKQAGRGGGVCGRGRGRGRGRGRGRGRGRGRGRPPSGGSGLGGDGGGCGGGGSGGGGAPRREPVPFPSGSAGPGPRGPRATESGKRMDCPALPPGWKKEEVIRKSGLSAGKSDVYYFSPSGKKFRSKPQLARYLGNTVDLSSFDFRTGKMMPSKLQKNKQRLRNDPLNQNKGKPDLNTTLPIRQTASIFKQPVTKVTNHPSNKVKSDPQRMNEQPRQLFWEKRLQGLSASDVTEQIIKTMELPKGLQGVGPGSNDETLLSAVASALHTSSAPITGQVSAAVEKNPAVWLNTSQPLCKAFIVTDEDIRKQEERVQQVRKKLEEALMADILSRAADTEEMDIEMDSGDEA
hgDAF-12 ag: agonists of H. glycines DAF-12 nuclear receptor. HEK293 GAL4-hgDAF12 UAS-luciferase reporter, agonist luminescence; normalized to butyrate control. activation, % at 6.8 µM. 370,000 compounds, 1.8% hits. AID 687014;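 active means activation above a cutoff set at the mean of all screened compounds plus 3 SD, cut at about 10% in these data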;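 further: 0% = DMSO wells and 100% = sodium butyrate wells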
DAX1 inh-2: inhibits human nuclear receptor DAX1; P51843; HEK293 Gal4-DAX1 luciferase reporter, luminescence; inhibition, % at 6.75 µM; 340,000 compounds, 0.99% hits; AID 504766;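 active means inhibition above the mean over all tested compounds plus 3 SD, cut at about 4.2% in these data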;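 further: 0% = DAX1-transfected cells with DMSO and 100% = empty-vector control cells with DMSO; inhibition shows as a rise in luminescence from relieved DAX1 repression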
Target sequence (P51843 207-470 limits assumed): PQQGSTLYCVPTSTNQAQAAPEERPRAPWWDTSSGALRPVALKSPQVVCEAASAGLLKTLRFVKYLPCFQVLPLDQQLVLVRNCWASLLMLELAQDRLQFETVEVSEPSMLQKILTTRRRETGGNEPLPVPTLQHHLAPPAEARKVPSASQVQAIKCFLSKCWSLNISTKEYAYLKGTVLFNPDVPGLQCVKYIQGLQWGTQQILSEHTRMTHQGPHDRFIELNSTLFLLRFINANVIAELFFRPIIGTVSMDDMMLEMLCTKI
PLC-gamma1 inh: inhibitors of human phospholipase C gamma1. 370,000 compounds, 0.84% hits. inhibition, % at 12.2 µM. AID 720700. purified PLC-gamma1, fluorogenic substrate, fluorescence; in the data active means inhibition above about 9.5%
PLC-beta3 inh: PLC-beta3 (human) inhibition, primary screen | Q01970 | Purified PLC-beta3, fluorogenic substrate, fluorescence | inhibition, % at 12.2 µM | 370,000 compounds, 0.18% hits; in the data active means inhibition above about 11%;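 further: 0% = median of compound wells on plate and 100% = full blocker control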
ADAM17 inh: inhibits human ADAM17; P78536; recombinant ADAM17, EDANS/DABCYL FRET peptide cleavage; inhibition, % at 6.95 µM; 370,000 compounds, 0.83% hits;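 active means inhibition above the mean of compounds lying between control limits plus 3 SD, set per campaign, cut at about 8.5% in these data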;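 further: 0% = DMSO-only wells as the low control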
* hit, by the source's call; i = inactive; . = no result given.

SMILES	Rev-erbA mod	DAX1 inh-1	ssDAF-12 act	SMARCA2 act	hcDAF12 agonist	MBD2 DNA inh	hgDAF-12 ag	DAX1 inh-2	PLC-gamma1 inh	PLC-beta3 inh	ADAM17 inh
O=C(CSc1nnc(CNC(=O)c2cccs2)o1)Nc1ccc(Cl)cc1	0	-0.2	-0.7	-2	-0.2	-2	1.3	-0.1	4	-3	3
COc1cc2c(cc1OC)C(c1ccc(Cl)cc1)CC(=O)N2 (stereo not drawn)	4	0.1	-1.5	-2	-2.2	-2	-2.0	1.4	-1	-7	-2
CCn1c(CC(=O)Nc2ccc(F)cc2)nnc1SCC(=O)Nc1nncs1	3	0.4	-1.2	-3	-3.2	4	1.1	-1.4	-1	0	2
CCc1ccc(C(=O)CN2CCSC2=N)cc1	-4	3.4	0.7	2	5.6*	2	20*	1.5	-3	-11	-3
COc1ccc2[nH]c(C(=O)O)c(CCC(=O)O)c2c1	-1	-0.3	-0.7	-5	-1.0	7	0.0	0.5	-33	-41	-46
Cc1nn(C)c(=O)n1-c1ccccc1	-5	0.1	-0.6	5	2.1	-3	1.3	-0.4	0	4	-2
Cc1nn(C(=O)CCCC(=O)NCc2ccccc2)c2ccccc12	15	-0.1	-0.8	-2	0.5	8	-0.9	-0.1	4	-12	5
CCC(c1nnnn1Cc1cccs1)N1CCN(c2nc3ccccc3s2)CC1 (stereo not drawn)	7	-1.1	-2.0	-2	-3.5	8	-0.6	-1.7	-1	0	0
Cc1ccc(Nc2ncc3c(n2)CC(c2ccco2)CC3=O)c(C)c1 (stereo not drawn)	-1	-0.5	-1.0	0	-2.0	-1	-2.4	-0.6	-66	-81	-1
O=C(CN1CCN(C(=O)c2cccc(F)c2)CC1)Nc1ccccc1F	-3	0.0	-1.4	1	-1.1	-4	-2.0	-0.7	3	0	-2
COCc1cc(=O)n2c([nH]c3ccccc32)c1C#N	5	-0.5	1.2*	1	-0.3	0	3.2	-0.3	-379	i	i
CCOC(=O)c1ccccc1OCc1cc(/C=N/NC(=O)c2cccnc2)ccc1OC	5	-1.1	-1.9	-3	-1.0	7	0.8	-2.1	-3	-17	-1
CCc1ccc(CNC(=O)CCc2cn(C)c3ccccc23)cc1	3	-0.2	-1.3	-2	-0.8	1	0.1	-0.4	0	-6	-3
O=C(N/N=C1\C2CN3CCN(C2)CC1(c1ccccc1)C3)Nc1ccccc1	7	0.3	-1.3	0	-0.9	-2	-2.6	-0.4	-1	1	-7
CN(CC(=O)Nc1ccc(F)cc1)C(=O)COC(=O)c1ccc(=O)n(Cc2ccccc2)n1	0	1.5	-0.5	-2	-1.0	-3	4.9	-0.4	-9	-29	-1
Cc1cc(NC(=O)CSc2nc3cc(Cl)ccc3c(=O)n2C(C)C)no1	2	0.9	-0.5	-2	0.1	0	-0.8	0.7	0	-6	-5
CCCCc1n[nH]c2c1/C(=N/O)CC(C)(C)C2	-3	-1.0	-1.2	0	-2.3	0	2.8	-0.7	1	1	-2
CCC(C)NC(=O)[C@H]1N2C(=O)c3ccccc3C2SC1(C)C (stereo partly drawn)	3	0.3	-1.1	-1	4.0	-4	3.8	-1.5	-5	-9	-1
COC(=O)c1ccc(Cc2ccccc2)o1	-2	0.1	-0.7	0	-1.1	3	1.0	-0.2	2	2	-1
Cc1cc2n(n1)C(c1sccc1C)Nc1ccccc1-2 (stereo not drawn)	4	-0.5	-1.1	0	-0.1	5	2.0	0.3	-15	-17	-23

Compounds from the list above that have a furan ring, fused or not, in the order listed:
SMILES	Rev-erbA mod	DAX1 inh-1	ssDAF-12 act	SMARCA2 act	hcDAF12 agonist	MBD2 DNA inh	hgDAF-12 ag	DAX1 inh-2	PLC-gamma1 inh	PLC-beta3 inh	ADAM17 inh
Cc1ccc(Nc2ncc3c(n2)CC(c2ccco2)CC3=O)c(C)c1 (stereo not drawn)	-1	-0.5	-1.0	0	-2.0	-1	-2.4	-0.6	-66	-81	-1
COC(=O)c1ccc(Cc2ccccc2)o1	-2	0.1	-0.7	0	-1.1	3	1.0	-0.2	2	2	-1

Next part.
SMILES	Rev-erbA mod	DAX1 inh-1	ssDAF-12 act	SMARCA2 act	hcDAF12 agonist	MBD2 DNA inh	hgDAF-12 ag	DAX1 inh-2	PLC-gamma1 inh	PLC-beta3 inh	ADAM17 inh
O=C1C2C3C=CC(O3)C2C(=O)N1CC(O)c1ccccc1 (stereo not drawn)	-2	0.1	-0.9	1	-0.2	-5	2.7	0.9	1	1	-2
CN1/C(=C\C(=O)COc2ccc3c(c2)OCO3)C(C)(C)c2ccccc21	10	-1.0	-1.6	-4	-4.1	1	-4.5	0.4	-55	-69	-9
COCCNc1nc(NCCN2CCNC2=O)c2sccc2n1	7	-0.7	-0.6	0	-1.3	-2	-0.8	.	-2	2	-2
COc1ccc(OC)c(Nc2nc(-c3cccc([N+](=O)[O-])c3)nc3ccccc23)c1	2	-0.4	-0.6	2	1.2	-1	-0.5	0.6	2	4	1
CN(C)Cc1cn(-c2ccc(-c3noc4c3C(=O)N(CC(=O)N3CCOCC3)CC4)cc2)nn1	-3	-0.3	-0.7	-2	2.4	-3	-1.2	.	-17	-2	-1
O=C(COc1cccnc1[N+](=O)[O-])Nc1ccc(Cl)cc1F	5	0.6	-1.3	3	0.2	9	2.4	0.5	-2	-1	-6
COc1cccc(/C=N/NC(=O)CN2C(=O)NC3NC(=O)NC32)c1 (stereo not drawn)	-3	0.1	-1.0	5	-0.4	-1	0.1	2.0	-4	2	-4
O=C(Nc1ccccc1Cl)Oc1ccc(Cl)cc1Cl	5	-0.3	-1.3	1	-1.1	4	0.0	-0.7	0	-3	1
CC1(C)OC2CC3C4CCC5=CC(=O)C=CC5(C)C4(F)C(O)CC3(C)C2(C(=O)CO)O1 (stereo not drawn)	4	3.0	-1.4	5	-2.5	-2	-6.1	.	2	3	-5
Cc1cccc(C)c1NC(=O)Nc1ccc(S(N)(=O)=O)cc1	9	-0.1	-0.9	0	-0.4	1	-2.5	0.7	2	0	-3
COC(=O)c1cc(C(=O)N(Cc2ccccc2)c2ccccn2)cc([N+](=O)[O-])c1	2	0.1	-1.1	-2	-1.5	2	-4.2	-1.2	-1	2	-4
CC(=O)NC(Cc1c[nH]c2ccccc12)C(=O)N/N=C/c1ccccc1 (stereo not drawn)	0	0.4	0.1	3	-0.9	-1	0.4	-0.7	4	6	-2
CCOc1ccc(CCNC(=O)c2cc3ccccn3n2)cc1OCC	0	-2.1	-1.4	0	1.2	4	-4.7	-0.8	-1	-3	-4
COCCn1c(SCC(=O)Nc2cc(C)on2)nnc1-c1ccccc1	1	0.0	-1.1	0	-0.6	5	3.5	-0.7	-1	-4	-3
O=C1CCCC2=C1C(c1cn(-c3ccccc3)nc1-c1cccs1)c1c([nH]c(=O)[nH]c1=O)N2 (stereo not drawn)	0	-0.5	-1.2	0	-0.6	-7	-1.3	-0.6	-38	-51	-4
O=[N+]([O-])c1ccc(COc2ccc(CN3CCOCC3)cc2)cc1	6	7.7*	-0.5	5	3.4	-1	18*	-1.5	-3	-2	-4
CCCN=C1NC(=O)C(CC(=O)NCCc2ccccc2)S1 (stereo not drawn)	-4	0.6	-0.8	-1	-0.7	-6	2.7	-0.3	0	0	0
COc1ccc(N(CC(=O)NCc2ccco2)C(=O)CCC(=O)Nc2nccs2)cc1	1	-0.1	-0.9	-1	-1.0	3	2.1	-1.5	0	-3	-1
COc1ccc(/C=C(/NC(=O)c2ccc(C)cc2)c2nc3ccccc3[nH]2)cc1OC	-3	0.1	-1.1	1	-0.3	3	-0.9	1.0	-24	-49	-2
Cc1ccc(C(=O)Nc2cccc(-c3ccc(N4CCOCC4)nn3)c2)cc1C	0	1.6	-0.2	-1	0.8	-3	5.7	-2.0	1	2	1
Cc1nc2ccc(F)cc2cc1C(=O)NCc1ccco1	-3	0.1	-1.3	1	-0.5	-3	0.3	1.3	0	-1	-1
O=C(O)c1ccc(NC(=S)Nc2ccc(S(=O)(=O)Nc3ccccn3)cc2)cc1	-2	-0.3	-0.2	1	3.1	2	1.0	-1.3	3	6	0
COC(=O)c1c(-c2ccccc2)noc1C	2	-0.1	-1.8	-2	-0.6	-4	1.2	-0.5	1	-7	-6
Cc1cc(C)nc(NC(=O)c2cccc([N+](=O)[O-])c2)c1	-1	0.9	-1.2	-2	-1.1	5	-1.1	0.7	-1	0	1
CCOc1ccc(N2C(=O)C(=O)/C(=C(/O)c3ccccc3)C2c2ccccc2[N+](=O)[O-])cc1 (stereo not drawn)	2	0.6	1.3*	5	9.4*	-3	1.9	0.4	-102	-133	1
Cc1cccc(C(=O)N2CCCC(N3CCN(c4ccccc4F)CC3)C2)n1 (stereo not drawn)	0	-1.4	-0.9	-1	-0.4	-1	-1.1	1.6	1	-13	-5
COc1cc(SC)ccc1C(=O)N(CC(=O)Nc1ccccc1Br)Cc1ccco1	-6	1.4	-0.7	-1	-1.0	3	6.0	0.9	1	-8	-1
O=C(O)CCCCCNCc1c(Cl)cccc1Cl	4	0.1	-1.1	-1	-0.5	-2	2.3	1.7	1	-6	-4
Cc1cccc(N2CCN(C(=O)CCn3c(=O)[nH]c4ccsc4c3=O)CC2C)c1 (stereo not drawn)	7	-0.5	-0.6	-3	-0.1	-2	-4.5	-1.4	0	-8	-4
CNC(=O)/C(C#N)=C/c1cccc(Oc2ccccc2)c1	-7	-0.2	-0.4	3	-0.2	2	2.4	1.0	-1	-6	-2
COc1cccc(OC)c1Nc1nc(C)nc2c1nnn2Cc1ccccc1Cl	2	-0.6	-0.6	-4	-0.4	-1	4.6	0.4	-1	-11	-8
COc1ccccc1-c1ccc2c(c1)C(C)(Cc1ccc(Cl)c(Cl)c1)C(=O)N2 (stereo not drawn)	7	-1.7	-1.4	-5	-1.6	11	0.2	.	0	-2	2
O=C(c1ccco1)N1CCN(C(=O)c2ccccc2OCc2ccccc2)CC1	-5	3.0	-0.9	-4	-2.1	-2	-1.3	0.8	7	9	7
COc1ccc(Cc2nnc(N/N=C/c3ccc(C)o3)[nH]c2=O)cc1	-2	-0.3	-1.7	3	0.3	-1	0.8	-1.2	2	1	1
CCc1cc(=O)oc2c(C)c(OC(C)C(=O)N3CCC[C@@H]3C(=O)O)ccc12 (stereo partly drawn)	2	1.0	-0.7	3	-0.8	7	2.1	1.6	-32	-47	-132
N#Cc1ccc(Nc2ccccc2)c(N)c1	2	0.1	-1.1	1	-2.4	2	1.3	-0.2	-37	-46	-20
Cc1ccc2nc(Cl)cc(=O)n2c1	-5	-1.9	-0.9	-1	-1.4	8	0.5	0.4	-102	-129	-120
O=C(CNC(=O)c1ccc(Br)o1)NCc1ccc(F)cc1	-5	-0.4	-1.4	1	-0.7	-1	-0.5	0.0	-3	-9	-1
O=C(COC(=O)c1ccccc1OCC(=O)Nc1ccc(Br)cc1)Nc1ccccc1	13	0.1	-1.2	-2	0.7	-3	1.8	-0.2	2	3	-1
S=C(NCc1ccco1)N1CCN(C/C=C/c2ccccc2)CC1	-3	-1.4	-1.2	2	-1.8	-1	-6.7	-0.8	-1	-1	2
O=C(c1ccc(N2CCOCC2)c([N+](=O)[O-])c1)N1CCN(c2ccccc2)CC1	3	0.0	-1.2	0	-0.7	0	-2.0	0.8	-4	3	1
